# tim10-1 inh: tim10-1 yeast growth inhibition | S. cerevisiae tim10-1 ts strain growth, BacTiter-Glo, 24 h | inhibition, % at 20 µM | 330,000 compounds, 2.2% hits | AID 463190;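 active means inhibition of at least 40%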;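 further: mutant grown at 25 °C; 0% = DMSO wells with yeast and 100% = wells holding no yeast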
# APOBEC3G inh: inhibitors of human APOBEC3G DNA deaminase; recombinant A3G, ssDNA deamination FAM/TAMRA fluorescence; inhibition, % at 20 µM; 330,000 compounds, 0.28% hits;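 active means inhibition of at least 40% at 20 µM, with no more than 30% in the related APOBEC3A deaminase screen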;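 further: plate controls were DMSO wells with A3G for no effect and wells lacking A3G enzyme for full effect; some compounds called inactive have numbers as strong as hits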
# Target sequence (Q9HC16 whole entry, looked up): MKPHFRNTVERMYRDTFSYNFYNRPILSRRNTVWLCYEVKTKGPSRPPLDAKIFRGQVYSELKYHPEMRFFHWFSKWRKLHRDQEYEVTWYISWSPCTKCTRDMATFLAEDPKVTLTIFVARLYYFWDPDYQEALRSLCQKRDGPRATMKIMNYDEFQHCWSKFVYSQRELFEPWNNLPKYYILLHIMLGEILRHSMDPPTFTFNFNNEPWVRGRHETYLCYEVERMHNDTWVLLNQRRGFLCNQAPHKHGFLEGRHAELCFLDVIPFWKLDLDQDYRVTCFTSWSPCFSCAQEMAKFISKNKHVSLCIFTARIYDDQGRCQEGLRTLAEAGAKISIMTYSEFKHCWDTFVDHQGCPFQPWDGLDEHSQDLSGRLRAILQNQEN
# mIAP block: blocks mouse intestinal alkaline phosphatase; inhibition, % at 10 µM; 330,000 compounds, 0.2% hits; purified mouse IAP, CDP-Star luminescence, 30 min; AID 2806;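 active means inhibition of at least 40% at 10 µM in the primary screen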;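 further: plate controls were DMSO with enzyme for no effect and no enzyme wells for full effect; values of inactives mirror those of a sister screen read the other way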
# mIAP activ: mouse IAP activation; muIAP, CDP-Star luminescence, 30 min; stronger effect = higher value; 1 = vehicle-only enzyme signal, 0 = enzyme-free wells; 330,000 compounds, 0.24% hits; activation factor at 10 µM; AID 2805;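 active means activation factor of at least 2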; further: the source names both 10 and 20 µM as test concentration; values of inactives mirror those of a sister screen read the other way
#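 System: mouse IAP enzyme. Reagent: CDP-Star chemiluminescent phosphatase substrate. Benchmarks: DMSO wells, no-enzyme wells. Times: 30 min enzyme-substrate-compound incubation at room temperature. Detection: luminescence from enzymatic CDP-Star hydrolysis. Doses: test compounds delivered from DMSO solution.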
# A3A deaminase: blocks human APOBEC3A ssDNA deamination | 330,000 compounds, 0.41% hits | recombinant A3A, FAM/TAMRA ssDNA deamination fluorescence | inhibition, % at 20 µM | P31941 | AID 493011;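 active means at least 40% inhibition at 20 µM here, with at most 30% in a related deaminase screen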;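 further: plate controls were A3A with DMSO for no effect and wells lacking A3A enzyme for full effect; some results filed as inactive read as strong as hits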
# Target sequence (P31941 whole entry, looked up): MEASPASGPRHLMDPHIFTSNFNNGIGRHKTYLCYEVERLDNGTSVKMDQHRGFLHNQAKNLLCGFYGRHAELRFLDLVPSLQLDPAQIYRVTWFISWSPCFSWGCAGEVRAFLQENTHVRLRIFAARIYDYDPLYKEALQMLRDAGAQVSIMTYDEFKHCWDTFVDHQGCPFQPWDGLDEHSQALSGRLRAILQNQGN
# NLRP3 yeast inh: inhibitors of NALP3 inflammasome in yeast | inhibition, % at 10 µM | Yeast reconstituted NLRP3/ASC/caspase-1, beta-gal luminescence, 24 h | 330,000 compounds, 0.39% hits | AID 2825;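 active means inhibition of 50% or more; inactive means inhibition below 50%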;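 further: plate controls were induced DMSO wells for no effect and uninduced yeast grown without galactose for full effect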
# hIAP block: blocks human intestinal alkaline phosphatase; purified IAP, CDP-Star luminescence, 30 min; P09923; 330,000 compounds, 0.12% hits; inhibition, % at 10 µM;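 active means inhibition reaching a set limit with compound at 10 µM in the primary screen, cut at about 35% in these data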;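 further: plate controls were DMSO wells with enzyme for no effect and no-enzyme buffer wells for full effect; values of inactives mirror those of a sister screen read the other way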
# Target sequence (P09923 whole entry, looked up): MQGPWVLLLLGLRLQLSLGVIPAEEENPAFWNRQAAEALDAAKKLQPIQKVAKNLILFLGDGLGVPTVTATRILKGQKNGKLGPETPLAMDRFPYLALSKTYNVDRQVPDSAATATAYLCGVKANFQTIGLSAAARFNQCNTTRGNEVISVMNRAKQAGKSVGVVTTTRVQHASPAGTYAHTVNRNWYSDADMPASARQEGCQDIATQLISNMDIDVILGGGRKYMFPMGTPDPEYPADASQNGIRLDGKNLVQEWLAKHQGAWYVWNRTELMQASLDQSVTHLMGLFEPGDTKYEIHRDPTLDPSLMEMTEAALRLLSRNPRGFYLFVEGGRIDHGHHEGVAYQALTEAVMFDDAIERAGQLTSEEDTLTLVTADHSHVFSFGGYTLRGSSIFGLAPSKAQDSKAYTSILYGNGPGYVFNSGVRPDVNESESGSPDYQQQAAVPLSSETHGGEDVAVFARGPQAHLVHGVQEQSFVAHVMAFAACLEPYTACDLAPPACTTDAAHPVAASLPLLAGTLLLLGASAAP
# beta cell repl: MIN6 beta-cell proliferation induction; proliferation, % at 10 µM; 330,000 compounds, 0.29% hits; MIN6 cells proliferation, ATPlite luminescence, 48 h; cells starved in 0.2% serum; 100% = growth in 10% serum;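 active means compounds whose signal lies at least 3.5 SD above the mean of all wells on their plate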;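 further: 0% = DMSO-treated cells in low-serum medium and 100% = 10% serum control; some compounds called inactive have numbers as strong as hits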
# TIM10 inh: TIM10 yeast growth inhibition; 330,000 compounds, 1.4% hits; S. cerevisiae TIM10 strain growth, BacTiter-Glo luminescence, 24 h; inhibition, % at 10 µM;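 active means inhibition of 40% or more at the single tested concentration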;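 further: wild-type TIM10 isogenic control strain grown at permissive 25 °C; 0% = DMSO yeast wells and 100% = minimal medium wells without yeast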
# * marks the source's active call; other numbers are inactive results.
SMILES,tim10-1 inh,APOBEC3G inh,mIAP block,mIAP activ,A3A deaminase,NLRP3 yeast inh,hIAP block,beta cell repl,TIM10 inh
CCOC(=O)/C(C)=N/Nc1nc(-c2ccc(NC(C)=O)cc2)cs1,22,-2,10,0.9,-1,10,-6,1,24
COc1cc2c(cc1OC)CN(C(=O)c1ccc([N+](=O)[O-])o1)CC2,35,-5,6,0.94,0,6,1,-1,68*
Cc1cccc(CN(C(=S)Nc2c(C)cccc2C)c2cccnc2)c1,20,-4,5,0.95,2,17,-1,2,-20
CC(C(=O)N1CCCCCC1)N(c1ccc(Cl)cc1)S(C)(=O)=O (stereo not given),23,-7,-2,1,1,14,-11,-2,3
Nc1c(C(=O)c2ccccc2)oc2ccccc12,16,-2,2,0.98,1,-22,-26,1,23
CS(=O)(=O)N1CCN(c2ccc(NC(=O)COc3ccccc3)cc2)CC1,7,-9,1,0.99,-3,0,6,-4,10
COc1ccc2oc(=N)c(C(=O)Nc3ccc(F)cc3)cc2c1,16,-6,9,0.91,0,13,1,-3,13
CC(=O)N=c1sc(C(C)(C)C)c(C)n1C,3,-4,3,0.97,-2,18,8,-4,3
C=CCSc1nc2ccccc2c(=O)n1Cc1ccccc1,-23,1,1,0.99,0,16,-15,-3,-26
COc1cc(C2CC(=O)c3cnc(NC(=O)COc4ccccc4)nc3C2)cc(OC)c1OC (stereo not given),7,-1,7,0.93,0,6,-3,0,1
Cc1ccc(NC(=O)CN2C(=O)NC(C)(CC(C)C)C2=O)c(Br)c1 (stereo not given),-10,-5,-3,1,-2,17,-7,-2,-14
Brc1ccccc1OCCCN1CCCC1,13,3,-2,1,-6,32,-20,1,-2
CCn1nnnc1SCC(=O)Nc1ccc(OCc2ccccc2)cc1,15,-1,-5,1,2,-3,6,0,-7
O=C(O)c1cccc(-n2cccc2/C=C/[N+](=O)[O-])c1,-8,74,22,0.78,93,-11,0,0,-2
Cc1ccc(C(=O)N2CCC(C(=O)NCc3ccco3)CC2)cc1,-7,-5,-1,1,1,14,-5,4,-6
CCOc1cc(/C=N\NC(=O)c2ccc(NC(=O)C(C)(C)C)cc2)ccc1OC(=O)c1cccc(C)c1,4,-6,9,0.91,0,8,-6,-5,7
CSc1ccc(C(=O)C2CCCN(C(=O)Cc3nonc3C)C2)cc1 (stereo not given),26,-1,-3,1,-1,-4,-4,-4,10
Cn1c(SCc2nc(-c3ccc(Br)cc3)no2)nnc1-c1ccco1,19,0,8,0.92,-2,58*,8,-2,13
Cc1ccc(NC(=O)COc2coc(CN3CCc4ccccc43)cc2=O)cc1Cl,10,-2,7,0.93,0,8,19,-6,8
CCOC(=O)c1c(NC(=O)CN2C(=O)NC3(CCC(C)CC3)C2=O)sc(C(=O)N(C)C)c1C (stereo not given),4,-3,6,0.94,4,11,12,0,-3
Oc1ccccc1C1=Nc2nc3ccccc3n2C(c2ccccc2)C1 (stereo not given),27,16,4,0.96,-1,32,21,-5,23
CCc1ccc2oc(C(=O)Nc3cccnc3)c(C)c2c1,-3,-6,-10,1.1,-1,21,9,-3,2
CCc1ccc(NC(=O)CCn2c(=O)oc3ccccc32)cc1,18,-4,-10,1.1,-4,3,2,-2,5
COc1ccc(Cc2cc(NCc3ccccc3)c3ncn(C(C)C)c3c2)cc1,22,0,4,0.96,-1,18,-15,-6,21
N#C/C(=C\c1cccnc1)c1ccccc1[N+](=O)[O-],34,3,-3,1,-5,8,-2,-2,6
O=C(CCc1ccccc1)Nc1ccc2c(c1)OCO2,-24,-4,-16,1.2,0,9,-10,1,-3
CCOC(=O)C1=CC[C@H]2c3c(c4ccccc4n3C)C(=O)C1N2C,0,-4,10,0.9,-2,1,9,4,-6
COc1ccc(CC(=O)NCc2n[nH]c(=S)n2-c2ccccc2OC)cc1,2,1,-1,1,-4,16,0,-4,-2
CN(C)C1=NC[C@H](Cc2ccccc2)N1CCCC1CCCCC1,9,-4,-8,1.1,2,12,20,-8,8
O=C(O)COc1ccc(Cl)cc1CO,-17,-3,-3,1,-7,-5,1,-2,-10
COCc1cc(C)nc(SCc2ccc(Br)cc2)c1C#N,7,-3,5,0.95,-3,19,14,-2,11
Cc1cccc(NNC(N)=S)c1C,22,-1,2,0.97,-3,11,-6,-5,25
CC1(C)Cc2c(sc3nnn(Cc4ccccc4)c(=O)c23)CO1,37,-2,-7,1.1,2,13,13,0,-1
O=C(CSCc1c(F)cccc1Cl)NCC1CCCO1 (stereo not given),20,-7,-1,1,-1,18,-14,-2,-15
CCC(=O)Nc1cccc(NC(=O)CSc2nnc(C(C)C)n2CC)c1,4,-2,0,1,-2,-2,15,0,-5
Cc1ccc(-n2nc(C)c(C(C)(O)C(F)(F)F)c2N)cc1 (stereo not given),-3,-9,-10,1.1,-3,-2,-2,-1,-1
CCCCC(=O)Nc1ccc(N2CCN(C(=O)c3ccco3)CC2)cc1,-2,-6,-2,1,-2,6,-20,0,-5
CC(C)(C)C(=O)Nc1cccc(-c2ncon2)c1,4,-1,-8,1.1,0,7,-22,3,-4
CCN(CC)C(=O)Cc1ccccc1,6,-11,4,0.96,-5,-4,-6,0,0
COc1ccc2[nH]c(=O)c(CN(C(C)=O)c3ccc(C)cc3C)cc2c1,-14,-6,0,1,-5,15,10,-3,-5
Nc1ccc(S(=O)(=O)c2ccc(Cl)cc2)cc1,21,-6,6,0.94,-3,-4,14,-3,27
NC(=O)c1ccsc1NC(=O)COC(=O)CNC(=O)c1cccc([N+](=O)[O-])c1,-6,-3,6,0.94,11,12,-4,-4,-5
CCc1ccc(NC(=O)CC2C(=O)N(c3ccc(C)cc3)C(=O)N2C2CC2)cc1 (stereo not given),7,-5,1,0.99,2,2,-3,0,7
O=S(=O)(Nc1ncccn1)c1ccc(NC(=S)Nc2ccccc2)cc1,-8,-7,1,0.99,-6,11,-19,-1,5
S=C(NCc1cccnc1)Nc1ccc2c(c1)OCO2,6,0,-2,1,-2,-2,15,-1,10

# Six compounds from above, limited to TIM10 inh:
SMILES,TIM10 inh
O=C(CSCc1c(F)cccc1Cl)NCC1CCCO1 (stereo not given),-15
Cc1cccc(NNC(N)=S)c1C,25
Cc1ccc(-n2nc(C)c(C(C)(O)C(F)(F)F)c2N)cc1 (stereo not given),-1
CCC(=O)Nc1cccc(NC(=O)CSc2nnc(C(C)C)n2CC)c1,-5
COc1ccc2[nH]c(=O)c(CN(C(C)=O)c3ccc(C)cc3C)cc2c1,-5
O=S(=O)(Nc1ncccn1)c1ccc(NC(=S)Nc2ccccc2)cc1,5

# Remaining list, next part.
SMILES,tim10-1 inh,APOBEC3G inh,mIAP block,mIAP activ,A3A deaminase,NLRP3 yeast inh,hIAP block,beta cell repl,TIM10 inh
O=C(CCN1C(=O)CSC1=O)Nc1ccc(Br)cc1,5,-4,-9,1.1,-4,5,7,-1,-1
O=C(O)c1ccc(NS(=O)(=O)/C=C/c2ccccc2)cc1O,6,-5,10,0.9,5,11,19,1,4
COc1ccc(OC)c(/C=C/C(=O)OCC(=O)NC2CCCCCCC2)c1,16,-5,-4,1,0,14,9,6,13
COC(=O)c1c(NC(=O)CC2SC(N)=NC2=O)sc2c1CCC(C)C2 (stereo not given),24,0,-5,1.1,2,15,-53,-4,16
C1CCC(OCCN2CCN(CCOC3CCCCC3)CC2)CC1,-15,-4,2,0.98,-1,30,12,-1,-6
CC(NC(=O)c1ccccc1)C(=O)OCC(=O)c1ccc(Br)cc1 (stereo not given),-4,-9,-8,1.1,-6,0,8,3,-2
Cc1ccc(OCC(O)CN2CCN(CCO)CC2)c(C)c1 (stereo not given),-17,-4,0,1,-4,12,24,-3,-6
Cc1cc(NC(=O)CCC2CCCC2)no1,19,-2,-3,1,-1,-1,-5,1,-31
COc1ccc(S(=O)(=O)Nc2cccc3c2O[C@H](CN(C)S(=O)(=O)c2ccc(Cl)cc2)[C@H](C)CN([C@H](C)CO)C3=O)cc1,4,-7,5,0.95,-4,11,0,-2,0
CO/N=C/NC(=O)c1ccc([N+](=O)[O-])c(CS(=O)(=O)c2ccc(Cl)cc2)c1,20,0,14,0.86,1,14,-11,-1,12
CCN1CCCC1CNC(=O)CSc1cc(=O)n(C)c2cc(Cl)ccc12 (stereo not given),2,0,-3,1,0,-3,9,1,-4
O=C(c1cccc2ccccc12)N1CCN(CC2CC=CCC2)CC1 (stereo not given),22,-5,-12,1.1,-3,11,9,-2,23
COc1cccc(CCNC(=O)CC2C(=O)NCCN2Cc2ccc(C)o2)c1 (stereo not given),-3,-3,-8,1.1,-2,10,0,-3,10
CCOC(=O)C1CCN(C(=O)/C=C/c2cc(OC)c(OC)c(OC)c2)CC1,8,-3,8,0.92,-2,6,-4,0,3
COc1ccc(C2CC(c3cccs3)=NN2C(=O)CCC(=O)O)cc1 (stereo not given),-8,-7,0,1,-5,14,10,1,-2

# 2 compounds picked at random from those above:
SMILES,tim10-1 inh,APOBEC3G inh,mIAP block,mIAP activ,A3A deaminase,NLRP3 yeast inh,hIAP block,beta cell repl,TIM10 inh
O=C(CCN1C(=O)CSC1=O)Nc1ccc(Br)cc1,5,-4,-9,1.1,-4,5,7,-1,-1
CCOC(=O)C1CCN(C(=O)/C=C/c2cc(OC)c(OC)c(OC)c2)CC1,8,-3,8,0.92,-2,6,-4,0,3

# Later entries:
SMILES,tim10-1 inh,APOBEC3G inh,mIAP block,mIAP activ,A3A deaminase,NLRP3 yeast inh,hIAP block,beta cell repl,TIM10 inh
O=[N+]([O-])c1ccc(N2CCN(C(=S)Nc3cccc(F)c3)CC2)cc1,15,-5,10,0.91,-2,17,8,-5,7
O=C(CCn1c2c(c3ccccc31)CCCC2)NNC(=O)c1ccc(Cl)c([N+](=O)[O-])c1,2,-3,-16,1.2,-3,-7,-72,-7,-8
CC(=O)Nc1ccc(S(=O)(=O)N2CCC(NC(=O)C(Cc3cccn3C)NC(C)=O)CC2)cc1 (stereo not given),7,-3,4,0.96,-3,21,-6,-1,15
O=C(OC1CCCCC1=O)c1cc(S(=O)(=O)N2CCOCC2)ccc1F (stereo not given),25,-7,2,0.98,0,15,-1,2,15
COc1cccc(/C=C2/C(=O)NN(c3ccc(Br)cc3)C2=O)c1O,-21,3,12,0.88,-7,31,-14,-3,17
CCC(=O)Nc1sc(Cc2ccccc2)c(C)c1C(N)=O,25,-6,6,0.94,0,21,6,3,30
CCOC(=O)CNC(=O)Cn1cnc2c(cnn2-c2ccc(C)cc2)c1=O,2,-9,-2,1,-2,13,14,-2,-3
Cc1ccc(S(=O)(=O)N2CCOCC2)cc1NC(=O)COC(=O)C1=COCCO1,-11,-6,-1,1,-2,3,-2,5,-5
CCCCC(CC)C1OCC(CN2CCCC2)O1 (stereo not given),-7,-7,1,0.99,-7,8,4,-3,4
CCCCn1c(=O)c(CCC(=O)OCC(=O)Nc2ccc(C)c(Cl)c2)nc2ccccc21,16,-9,13,0.87,-1,14,-11,0,-7
CN1CCN(c2ccccc2NC(=O)c2cc(Br)ccc2Cl)CC1,36,2,-3,1,-5,11,-28,-3,-3
CC(NC(=O)c1ccccc1)C(=O)NNC(=O)c1ccccc1Cl (stereo not given),-3,-7,8,0.92,-3,0,7,3,0
CCCOc1cc(C)c(S(=O)(=O)n2nnc3ccccc32)cc1C,10,-5,-2,1,-1,2,9,-1,4
O=C(O)CCCC(=O)Nc1cc([N+](=O)[O-])ccc1O,-9,-6,5,0.95,-1,32,2,-1,-4
Cc1ccc(C(=O)N/N=C/c2ccc3c(c2)OCO3)o1,4,-2,8,0.92,3,1,-7,-3,18
CC(C)c1ccc(Nc2ncccc2C#N)cc1,2,-4,-5,1,2,21,-1,-2,8

# Source: PubChem (Sanford-Burnham Center for Chemical Genomics)
